MT1-MMP txn act – MT1-MMP promoter reporter activation – cell-based, luciferase luminescence, primary screen; activation factor at 10 µM; 0.16% of 86,000 active; HT1080 MT1-MMP promoter luciferase reporter, overnight; stronger effect = higher value;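 active = activation factor of at least 2 for MT1-MMP transcription at 10 µM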
Calb biofilm kill – clotrimazole potentiators killing Candida biofilms, primary screen, with clotrimazole, Alamar Blue | C. albicans biofilm + clotrimazole | inhibition, % at 6 µM | 0.14% of 85,000 active | AID 834, 2007;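 active = inhibition above 20%; inactive = inhibition below 20%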;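 also: preformed 24 hr biofilms exposed to compound for 48 hr; 0% = biofilm without compound and 100% = blank killed by clotrimazole plus chlorhexidine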
ERa SRC1 pot – enhancers of ERα–SRC-1 coactivator binding, primary screen, biochemical, TR-FRET, ERα LBD, low estradiol; TR-FRET ERalpha-LBD/SRC-Cy5 coactivator binding, 2 h; 100 = basal binding, no effect; coactivator binding (% of control), % at 25.6 µM; Estrogen receptor (Homo sapiens), P03372; 1.3% of 86,000 active; in the data active = activity above about 200%;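 also: binding measured in presence of low estradiol as agonist stimulus; 0% = peptide alone without receptor and 100% = receptor with peptide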
sEH act – soluble epoxide hydrolase activators, primary screen, biochemical, human sEH. Bifunctional epoxide hydrolase 2 (Homo sapiens), P34913. purified human sEH enzymatic activity, activator screen. activation, % at 2 µM. 0.04% of 91,000 active. AID 717, 2007; in the data active = activation above about 37%; also: values of inactives mirror those of a sister screen read the other way
Mac1 fbg enh – enhancers of CD11b/CD18 adhesion to fibrinogen, primary screen, K562 cells, luminescence. ATPlite luminescence. 0.07% of 93,000 active. activation, % at 10 µM. Integrin beta-2 (Homo sapiens) + Integrin alpha-M (Homo sapiens), P05107+P11215;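 active = 10 µM primary screen giving 50% or more activity, confirmed by 40% or more on retest at that dose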; also: strong numbers were not always called active; reference of the scale not given here
ERb SRC1 inh – inhibitors of ERβ-SRC1 coactivator interaction, primary screen, biochemical, TR-FRET, ERβ LBD, SRC-1 peptide; TR-FRET ER-beta LBD / SRC1-Cy5 peptide binding; receptor agonist-loaded with 1 µM estradiol; 1.3% of 86,000 active; AID 633, 2007; inhibition, % at 25.6 µM; Estrogen receptor beta (Homo sapiens), Q92731;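 active = compounds whose percent inhibition of the receptor-coactivator binding signal exceeds about 50% in the single-dose screen, limit read from the data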;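 also: 0% = receptor plus peptide wells without compound and 100% = peptide-only wells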
Target sequence (Q92731 whole entry, looked up, the tested form may be a part): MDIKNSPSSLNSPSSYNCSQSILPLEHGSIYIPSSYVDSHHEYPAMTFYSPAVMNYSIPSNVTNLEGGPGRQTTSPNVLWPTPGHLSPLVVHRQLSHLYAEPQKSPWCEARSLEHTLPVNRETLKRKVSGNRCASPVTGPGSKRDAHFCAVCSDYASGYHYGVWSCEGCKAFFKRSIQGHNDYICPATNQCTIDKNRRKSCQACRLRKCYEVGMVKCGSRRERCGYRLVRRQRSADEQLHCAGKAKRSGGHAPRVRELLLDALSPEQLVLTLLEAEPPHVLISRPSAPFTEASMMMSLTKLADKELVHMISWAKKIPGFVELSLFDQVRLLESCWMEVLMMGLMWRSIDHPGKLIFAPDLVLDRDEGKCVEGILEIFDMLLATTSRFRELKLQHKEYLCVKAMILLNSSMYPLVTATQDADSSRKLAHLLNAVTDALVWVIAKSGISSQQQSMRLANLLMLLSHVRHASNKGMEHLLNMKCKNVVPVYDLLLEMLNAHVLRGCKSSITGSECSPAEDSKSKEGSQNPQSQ
Smad3 inh – Smad3/FoxH1 peptide binding inhibitors, primary screen, biochemical, TR-FRET | 0.29% of 88,000 active | inhibition, % at 25 µM | TR-FRET Smad3/Dy647-FoxH1 peptide binding, europium anti-His;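 active = compounds that reduce the energy-transfer binding signal between the protein and its labelled peptide by more than half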;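 also: 0% = Smad3 plus labelled peptide maximal FRET and 100% = peptide-only background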
Target sequence (P84022 whole entry, looked up): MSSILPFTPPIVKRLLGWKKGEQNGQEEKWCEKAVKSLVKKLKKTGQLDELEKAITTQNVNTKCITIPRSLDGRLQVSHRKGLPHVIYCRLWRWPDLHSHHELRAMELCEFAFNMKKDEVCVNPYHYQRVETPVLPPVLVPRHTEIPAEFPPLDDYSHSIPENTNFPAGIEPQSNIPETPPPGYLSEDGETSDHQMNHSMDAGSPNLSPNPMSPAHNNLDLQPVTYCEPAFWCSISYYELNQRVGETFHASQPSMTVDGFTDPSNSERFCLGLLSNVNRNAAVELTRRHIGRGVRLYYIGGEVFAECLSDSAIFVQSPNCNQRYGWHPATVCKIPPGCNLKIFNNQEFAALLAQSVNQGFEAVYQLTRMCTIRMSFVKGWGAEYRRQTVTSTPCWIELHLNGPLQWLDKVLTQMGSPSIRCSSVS
CD11b adhes inh – inhibitors of CD11b/CD18 adhesion to fibrinogen, primary screen, K562 cells, luminescence; Integrin beta-2 (Homo sapiens) + Integrin alpha-M (Homo sapiens), P05107+P11215; inhibition, % at 10 µM; AID 1497, 2009; 0.54% of 93,000 active; ATPlite luminescence; Mn2+ added to activate the integrin;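 active = primary inhibition of 50% or more at 10 µM, then 40% or more on retest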; also: some results filed as inactive read as strong as hits
sEH inh – soluble epoxide hydrolase inhibitors, primary screen, biochemical, human sEH. Bifunctional epoxide hydrolase 2 (Homo sapiens), P34913. recombinant human sEH enzymatic activity assay. inhibition, % at 2 µM. 0.34% of 91,000 active. AID 707, 2007; in the data active = inhibition above about 80%; also: values of inactives mirror those of a sister screen read the other way; many of its hits are not listed in these tables
Active calls of the source: *; . = not tested or not shown; & = joins results of further samples; [ ] = dose if it differs, or a comment. Only part of the results is shown (hit frequency here may not be typical).

cpd	structure	MT1-MMP txn act	Calb biofilm kill	ERa SRC1 pot	sEH act	Mac1 fbg enh	ERb SRC1 inh	Smad3 inh	CD11b adhes inh	sEH inh
1	CC1=C(C(=O)N2CCCCC2)C(c2cccs2)NC(=O)N1 (stereo unspecified)	1.1	-1	118	-5	-4	3	-3	-17	9
2	CCCn1nnnc1NC(=O)CSc1ccc(Cl)cc1	0.6	7	109	4	-4	-4	4	-7	-4
3	O=[N+]([O-])c1ccc(Oc2cccc(Br)c2)c2ccncc12	.	2	83[fluorescence artefact?]	6	2	-8	10	-13	-5
4	O=C(Nc1ccc(F)cc1)c1ccccc1F	1.5	5	108	11	1	9	-3	-1	-9
5	CCOC(=O)CS(=O)(=O)c1nc(-c2ccccc2)cc(C(F)(F)F)n1	0.9	1	88	3	3	-9[fluorescence artefact?]	9	11	0
6	Cc1cc(NC(=O)CSc2nc(-c3ccccc3)c(C#N)c(=O)[nH]2)no1	1.1	2	99	-9	2	-16	6[fluorescence artefact?]	-4	11
7	COc1ccc(CCNC(=O)Cn2nnc(-c3cccs3)n2)cc1OC	1.1	-1	132[fluorescence artefact?]	-9	-1	1[fluorescence artefact?]	4	-9	9
8	CN(C)c1ccc(NC(=O)CSc2nnc(-c3cccs3)n2Cc2ccco2)cc1	1.1	-3	91[fluorescence artefact?]	10	-6	10	11	-5	-10
9	CCN(C(=O)COC(=O)c1cnc(C)cn1)C1CCCCC1	1.1	7	114	-9	0	-2	9[fluorescence artefact?]	-14	11
10	O=C(CCC1CCCC1)c1c(O)c2ccccc2oc1=O	1.1	-4	104	3	-9	-5	3	88*	-4
11	COc1cc(C(=O)N2CCC(NC(=O)C(Cc3ccc(C(C)C)cc3)NC(C)=O)CC2)cc(OC)c1OC (stereo unspecified)	1.2	1	109	-10	.	-7	-9	.	9
12	Cc1ccc(C)c(N2CCN(C(=O)CC3Sc4ccccc4NC3=O)CC2)c1 (stereo unspecified)	1.1	3	86	-3	.	-6	7	.	1
13	CC(C)NC(=O)CN1CCN(c2ncccn2)CC1	1	6	116	10	-1	-7[fluorescence artefact?]	5	9	-12
14	COc1ccc(C(=O)Nc2n[nH]c(-c3ccncc3)n2)cc1	.	.	.	-4	-2	.	.	-14	5
15	O=C(NCCCO)c1ccc2[nH]c3c(c2c1)CCCC3	1.2	3	103	-5	-2	-2	10	0	-1
16	Cc1ccc(-n2c(O)c(/C=N/n3cnnc3)c3ccccc3c2=O)cc1	1.2&1.2	10&8	78&149[fluorescence artefact?]	2	-5&0	33&0	6&21	6&-4	-1
17	Cc1ccc(N2Cc3ccccc3OC(C)C2=O)cc1 (stereo unspecified)	1.1	15	96	-5	4	37	-9	0	4
18	CCOc1ccc(NC(=O)CSc2nnc(-c3ccoc3C)n2CC2CCCO2)cc1 (stereo unspecified)	1.2	8	116	-1	.	-6[fluorescence artefact?]	-1[fluorescence artefact?]	.	7
19	O=C(CSCc1ccccc1)N1CCc2ccccc21	1	7	117	9	-2	1[fluorescence artefact?]	-1	6	-14
20	CCCCOc1ccccc1/C=c1/sc2nc(-c3oc4ccccc4c3C)nn2c1=O	1.3	4	70[fluorescence artefact?]	.	.	32	-4	.	.
21	COC(=O)c1ccc(NC(=O)CSc2nnc(C(C)NC(=O)c3ccccc3Cl)n2C)cc1 (stereo unspecified)	1.1	-2	90	3	.	22[fluorescence artefact?]	-17	.	-3
22	CCC(C)(C)n1nnnc1CN1CCN(c2nc3ccc(C)cc3cc2C#N)CC1	1.2	2	151	-20	0	18[fluorescence artefact?]	6	7	18
23	CCc1nc2c(C#N)c(-c3ccc(Cl)cc3)ccn2n1	1.2	5	107	4	-3	-1	-4	-1	-6
24	CS(=O)(=O)N(CC(=O)NCC1CCCO1)Cc1ccc(Cl)cc1 (stereo unspecified)	1	7	98	5	2	20	-5	5	-4
25	CCNc1nc(N)nc(Oc2ccc(OCCOc3ccc(Cl)cc3Cl)nn2)n1	1	0	85	-9	6	5[fluorescence artefact?]	-7	-2	6
26	CCOc1ccc(N2C(=O)CC(SC(=NC)Nc3ccc(F)cc3)C2=O)cc1 (stereo unspecified)	1.1	6	102	-4	.	-10[fluorescence artefact?]	7	.	9
27	CC(C)C(C)NC(=O)COc1ncnc2ccccc12 (stereo unspecified)	.	.	.	-1	1	.	.	-2	2
28	CCOc1cc2c(cc1OCC)C(C(=O)O)C(c1cc(OC)c(OC)c(OC)c1)N(C)C2=O (stereo unspecified)	1.9	8	101	.	.	-19	12[fluorescence artefact?]	.	.
29	CCCNC(=O)c1c(N)n(-c2ccc3c(c2)OCO3)c2nc3ccccc3nc12	1.1	2	114	2	2	9	-7	-4	-4
30	CC(C)(C)C(=O)OCc1cn(-c2ccccc2)nn1	.	.	.	-9	-4	.	.	-5	8
31	CCOc1cccc(C2C(C(=O)c3ccco3)=C(O)C(=O)N2Cc2ccncc2)c1 (stereo unspecified)	1.2	10	99	-5	-4	-3	3	5	6
32	Cc1ccc(O)c(C(=O)c2cnn(-c3ccccc3)c2)c1	.	.	.	-7	1	.	.	5	9
33	CC(=O)OC1c2ccccc2C(=O)N1Cc1ccccc1Cl (stereo unspecified)	.	7	124	-3	5	0	-9	8	2
34	COCCNc1nnc(SCC(=O)N2CCN(S(=O)(=O)c3ccccc3)CC2)s1	1.1	.	105	11	-2	-9	-3	-6	-12
35	COc1ccc(S(=O)(=O)Nc2ccc(NC(C)=O)cc2)cc1OC	1.1	9	93	10	15	9	-3	-30	-12
36	N#Cc1nc(N)nc(N(c2ccccc2)c2ccccc2)n1	1	.	.	9	-6	.	.	-2	-11
37	Cc1cc(C)nc(SCc2nc(N)nc(-c3ccccc3O)n2)n1	1	3	173	3	-1	4	-9	4	0
38	O=C(c1ccccc1)c1ccc2nc(N3CCN(C(=O)c4ccco4)CC3)c3nncn3c2c1	1.2	8	154[fluorescence artefact?]	-1	23	25[fluorescence artefact?]	3	-4	5
39	COc1ccc(NC(=O)N2CCCC2C(=O)Nc2ccccc2)cc1 (stereo unspecified)	1.1	6	97	0	.	-17	-2	.	3
40	CCOc1ccccc1C1CC(=O)Nc2cc3c(cc21)OCCO3 (stereo unspecified)	0.6	-1	93	-6	-7	9[fluorescence artefact?]	5	34	9
41	COc1cc2[nH]c(=S)n(CCN3CCOCC3)c(=O)c2cc1OC	1.1	7	104[fluorescence artefact?]	6	4	-12	2	-19	-5
42	COc1ccc(CNC(=O)CCNS(=O)(=O)c2ccc(C)cc2)cc1	.	.	.	11	-2	.	.	1	-7
43	CCN(CC)S(=O)(=O)c1ccc2c(c1)c(=O)c(C(=O)N1CCOCC1)cn2C	1.1	3	103	.	1	-17	10	-2	.
44	Cc1cc(C)n2nc(SCC(=O)N/N=C/c3ccccc3F)nc2n1	.	.	.	-18	3	.	.	20	20
45	Clc1ccc2c(c1)C1=C(C(c3ccncc3)O2)C(c2ccc(Br)cc2)n2ncnc2N1 (stereo unspecified)	1	4	92	12	-2	-4	3	4	-11
46	O=C(CC12CCC(CC1)C2)NCc1ccc2c(c1)OCO2	1.7	9	106	-56	.	-4	2	.	56
47	Cn1cccc1CC(=O)N/N=C\c1cccs1	.	.	.	-9	0	.	.	-2	11
48	Nc1[nH]n2c(=O)c3c(nc2c1N=Nc1ccccc1)CCCC3	.	.	.	-4	-2	.	.	-21	5
49	COc1ccc(NC(=O)c2oc3ccccc3c2C)c(OC)c1	1.5	10	113	6	3	-15[fluorescence artefact?]	15	-22	-4
50	CCC(=O)Oc1ccc2c(C)c(Cl)c(=O)oc2c1	1	6	117	12	-2	1[fluorescence artefact?]	17	-10	-12

Continuation.
cpd	structure	MT1-MMP txn act	Calb biofilm kill	ERa SRC1 pot	sEH act	Mac1 fbg enh	ERb SRC1 inh	Smad3 inh	CD11b adhes inh	sEH inh
51	Cc1nc(SCC(=O)NC2CCCC2)[nH]c(=O)c1Cc1ccccc1	1.1	0	109[fluorescence artefact?]	5	-2	-9[fluorescence artefact?]	12	-42	-7
52	CCOC(=O)C1CCN(Cc2nc(-c3ccc(OC)c(OC)c3)no2)CC1	1	3	97	.	8	0	8	-12	.
53	Cc1ccc2c(c1)c1c(n2CC(O)Cn2ccnc2C)C(=O)CCC1 (stereo unspecified)	1.1	-7	88	2	.	5[fluorescence artefact?]	-10	.	0
54	Cc1ccc(-c2nn3c(-c4ccco4)nnc3c3ccccc23)cc1S(=O)(=O)N1CCOCC1	1	9	106	.	-2	8	13	-17	.
55	Cc1ccccc1C(=O)NC(=S)Nc1sc2c(c1C#N)CCCC2	.	.	.	2	-7	.	.	35	-3
56	CCc1nnc(NC(=O)CSc2nccn2-c2ccccc2)s1	1.1	-4	122	.	.	-1	5	.	.
57	C=CCn1c(SCCOc2ccc(OC)cc2)nnc1C(NC(=O)c1ccc(OC)cc1)C(C)C (stereo unspecified)	1	1	96	1	1	7	-3	7	0
58	CC(C)Oc1ccc(C2CC(=O)N(c3ccc(N(C)C)cc3)C2=O)cc1 (stereo unspecified)	1.2	0	102	-5	.	-19	0	.	10
59	COc1ccc(N(C(=O)Cn2nnc(-c3ccc(Cl)cc3)n2)C(C(=O)NCC2CCCO2)c2ccc(C)cc2)cc1 (stereo unspecified)	.	.	.	4	21	.	.	-6	-2
60	O=C1CCCN1CCC1CCN(C2CC(=O)N(Cc3ccc(N4CCCC4=O)cc3)C2=O)CC1 (stereo unspecified)	1.2	2	96	-4	-4	-14	8[fluorescence artefact?]	-5	8
61	N#CC1=C(N)Oc2n[nH]c(-c3cccs3)c2C1c1cccs1 (stereo unspecified)	1.2	-1	61	18	-4	27	2	-20	-16
62	CC(C)C(=O)Nc1cc(=O)[nH]c2ncnn12	1	2	136	6	3	-9	5	-9	-5
63	Cc1cc(C)c(NC(=O)CSc2nc(COc3ccccc3)nc3ccccc23)c(C)c1	.	.	.	-3	-1	.	.	27	2
64	Cc1ccc2nc3c(c(N)c2c1)CCN3c1ccccc1	1.1	-4	87	4	-2	7[fluorescence artefact?]	3	-1	-5
65	O=C(Nc1ccc2oc(=O)ccc2c1)c1cc2ccccc2o1	1.9	0	151[fluorescence artefact?]	-14	.	6	-4	.	18
66	Fc1ccccc1CSc1nnc(-c2cnccn2)n1Cc1ccco1	1.5	9	111	-4	.	4	-5	.	2
67	Cc1cc(C)c(C)c(S(=O)(=O)Nc2ccc(O)cc2)c1C	1.2	1	95	2	4	-14	-6	-2	1
68	O=C(Cn1cc2c(n1)CCCCC2)N1CCc2ccccc2C1	1	.	.	5	5	.	.	3	-5
69	Cc1nnc(NC(=O)Cn2c(=O)sc3ccccc32)s1	.	.	.	6	-12	.	.	-3	-7
70	CC(C)OC(=O)CSc1nnc(-c2cnccn2)n1C	1	3	116	-9	.	-9	9	.	10
71	O=C(OCN1C(=O)c2ccccc2C1=O)c1cccs1	1.2	2	96	-8	-2	3	11	-3	7
72	O=C(NCC12CC3CC(CC(C3)C1)C2)c1nn2c(c1Cl)NC(c1ccco1)CC2C(F)(F)F (stereo unspecified)	1.2	-1	101	-14	-7	-12	-4	11	14
73	CCOC(=O)N1CCN(c2nc(-c3ccc(F)cc3)cs2)CC1	1.3	7	105[fluorescence artefact?]	-2	7	-5	8[fluorescence artefact?]	-22	5
74	COc1ccc(NC2=NCCC(=O)N2Cc2cccs2)cc1	1.1	4	131	1	-1	1	8	-17	-2

From PubChem BioAssay
